Compound activity as filed in PubChem.
BRCA1 expr act: increases BRCA1 expression. hit rate 1.1% among 380,000. Potency, µM (titrated, usually from 46.1 µM), without a hit: at the highest dose activation, most hits filed as activators. AID 624202. MCF7-BRCA1-FFLuc reporter, luminescence, 48 h; response scale: scaled: vehicle 0%, 10 µM genistein 100%; note: potency is the fitted concentration of half-maximal effect; nearly all actives have a fitted effect of over 80% in size; some results filed as inactive show a strong effect at the top dose
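Using MCF7 cells harboring a BRCA1 firefly luciferase reporter, plated 2 h before compound pinning, the screen measured luminescence after 48 h incubation. Responses were normalized to DMSO and 10 microM genistein, then fitted for concentration-effect.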
B2AR arrestin: recruits beta-arrestin to the human beta2-adrenergic receptor; P07550; beta-arrestin recruitment to beta2AR, cell-based reporter; Potency, µM (highest dose often 46.1 µM), for inactives: top-dose activation, usual class: activators; hit rate 0.02% among 330,000; AID 492947;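 note: potency is the fitted concentration of half-maximal effect; 0% = DMSO controls and full agonism = EC100 isoproterenol or metaproterenol; nearly all actives have a fitted effect of over 65% in size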
Target sequence (P07550 whole entry, looked up): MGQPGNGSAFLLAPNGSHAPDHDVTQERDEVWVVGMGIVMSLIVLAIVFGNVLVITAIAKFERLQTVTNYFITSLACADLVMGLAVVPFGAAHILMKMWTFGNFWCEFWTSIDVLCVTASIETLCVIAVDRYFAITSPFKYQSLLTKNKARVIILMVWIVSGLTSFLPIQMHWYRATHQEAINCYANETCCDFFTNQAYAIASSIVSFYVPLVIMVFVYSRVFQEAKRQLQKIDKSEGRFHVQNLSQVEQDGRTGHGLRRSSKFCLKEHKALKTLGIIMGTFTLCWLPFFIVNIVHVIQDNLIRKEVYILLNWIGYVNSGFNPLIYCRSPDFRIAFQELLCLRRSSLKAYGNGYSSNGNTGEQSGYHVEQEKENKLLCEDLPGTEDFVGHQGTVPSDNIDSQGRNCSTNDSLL
USP2a inh: inhibitors of human ubiquitin-specific protease USP2a; AID 463254; USP2 core, Ub-CHOP2 coupled fluorogenic reporter, 485/531; hit rate 0.01% among 330,000; Potency, µM (top dose mostly 38.3 µM), inactives show at the top dose activity change, negative = inhibition, hits mostly inhibitors; O75604;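 note: potency is the fitted concentration of half-maximal effect; plate controls were DMSO wells for no effect and full inhibition by NEM control for full effect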
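Deubiquitinase activity read as fluorescence (485/531 nm) after Ub-CHOP2 cleavage activates the enterokinase reporter on its substrate; USP2 core 10nM, Ub-CHOP2 and substrate 25nM each, 30min compound preincubation then 60min RT; data normalized to NEM, curves fitted.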
TSG101-PTAP inh: blocks PTAP/TSG101 interaction to inhibit HIV-1 budding | 340,000 tested, under 10 active | Fluorescence polarization, FITC-PTAP peptide / Tsg101 binding | Potency, µM (highest dose often 115 µM), for inactives: top-dose activity change, negative = inhibition, usual class: inhibitors | Q99816 | AID 493005; active = well fitted inhibition curve with a large enough effect in the main read-out, with a control signal flat, not every such curve was filed as active; inconclusive = small, poorly fitted or top-dose-only effect, or effect the other way, or a change in a side signal; inactive = no such curve, though single readings can be large or run the other way; note: potency is the fitted concentration of half-maximal effect; % of control where 0% means no effect
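Fluorescence anisotropy tracks displacement of a FITC-tagged PTAP peptide (50 nM) from the Tsg101 binding domain (10 uM), following a 20 min room-temperature incubation at pH 7.5.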
Eya2 phos inh: blocks the phosphatase activity of human Eya2; O00167; recombinant Eya2, OMFP fluorescence dephosphorylation (OMFP is methylfluorescein phosphate); Potency, µM (titrated, usually from 76.9 µM), inactives show top-dose activity, negative = inhibition, most hits filed as inhibitors; hit rate 0.006% among 330,000; AID 488837; note: potency is the fitted concentration of half-maximal effect; % is set by controls: 0 for no effect and ±100 for the full control effect
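Eya2 (0.2 uM) preincubated 10 min at ambient with compound, then OMFP substrate added at 50 uM; 10 min reaction in 50 mM HEPES pH 7.5, 50 mM NaCl, 5 uM MgCl2, 0.05% BSA, 1 mM DTT. Fluorescence read at Ex 485/Em 525 nm.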
p53 reactivation: mutant p53 re-activation in reporter cells. H1299 p53-A138V BP100-luciferase reporter, luminescence, 24 h. hit rate 0.063% among 320,000. Potency, µM (series often up to 92.2 µM), for the others: top-dose activity change, positive = activation, actives largely listed as activators. AID 504706; note: potency is the fitted concentration of half-maximal effect; % of control where 0% means no effect; nearly all actives have a fitted effect of over 45% in size
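p53-null H1299 cells stably carrying temperature-sensitive p53-A138V and a BP100-luciferase reporter were pinned with compounds (4-point, 1:5 series) and held 24 hrs at 37 deg C. Luminescence was read 10 min after detection reagent.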
ASM inhibitor: inhibitors of human secretory acid sphingomyelinase; P17405; Potency, µM (series often up to 57.5 µM), for the others: at the top dose activity change, negative = inhibition, hits mostly inhibitors; AID 504937; placental ASM, HMU-PC fluorogenic substrate, 60 min; hit rate 0.006% among 340,000; note: potency is the fitted concentration of half-maximal effect
Target sequence (P17405 47-631 limits assumed): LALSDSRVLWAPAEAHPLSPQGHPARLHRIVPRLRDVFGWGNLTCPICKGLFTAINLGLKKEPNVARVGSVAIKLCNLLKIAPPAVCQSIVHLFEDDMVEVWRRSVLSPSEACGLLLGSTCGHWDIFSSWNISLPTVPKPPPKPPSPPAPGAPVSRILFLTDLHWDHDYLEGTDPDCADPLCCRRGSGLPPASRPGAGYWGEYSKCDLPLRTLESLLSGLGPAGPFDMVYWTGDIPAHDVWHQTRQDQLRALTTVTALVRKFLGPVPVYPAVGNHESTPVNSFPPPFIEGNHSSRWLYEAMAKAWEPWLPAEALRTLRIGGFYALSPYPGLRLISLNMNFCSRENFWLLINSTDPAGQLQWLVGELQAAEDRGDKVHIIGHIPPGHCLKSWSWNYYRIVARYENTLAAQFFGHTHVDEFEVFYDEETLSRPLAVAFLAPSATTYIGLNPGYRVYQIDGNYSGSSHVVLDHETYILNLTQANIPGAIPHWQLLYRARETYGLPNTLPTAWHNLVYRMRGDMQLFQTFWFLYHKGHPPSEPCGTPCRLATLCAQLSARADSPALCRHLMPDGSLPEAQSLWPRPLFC
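Fluorescence read-out (Ex 386 nm, Em 447 nm) after stopping the reaction at pH 10. Enzyme: ASM from human placenta; substrate HMU-PC0, 9 uM final; 60 min, 37 °C. Compound preincubation 10 min, ambient temperature.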
TRPV1 agonist: activates the human vanilloid receptor TRPV1 | Q8NER1 | activation, % at 8.33 µM | hit rate 0.19% among 320,000 | AID 540275 | TRPV1-expressing cells, Fluo-8 calcium influx, agonist mode; in the data active = activation above about 80%; inconclusive = between about 30% and that limit; note: 0% is about no effect
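Fluo-8 calcium influx in TRPV1-expressing cells, kinetic read (ex 480/em 520 nm). Compound added and read 3 min for agonist activity, followed by capsaicin at EC20 final and 2 min further read for enhancement.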
ELG1 genotoxic: inducers of genotoxicity in HEK293T ELG1-luciferase cells; HEK293T ELG1-luciferase reporter, luminescence, 16 h; Potency, µM (doses to about 46 µM), for inactives: at the top dose activity change, positive = activation, most hits filed as activators; hit rate 1.3% among 330,000; AID 504466; note: potency is the fitted concentration of half-maximal effect; % of control where 0% means no effect; nearly all actives have a fitted effect of over 60% in size
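Screening used a luciferase reporter fused to human ELG1 in HEK293T cells. Luminescence was read on a CCD plate imager after 16 hr exposure and 30 min ONE-Glo incubation.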
uPA generation: inhibitors of cell surface uPA generation; cell surface uPA generation assay, qHTS; Potency, µM (doses to about 38.3 µM), inactives show top-dose activity change, negative = inhibition, actives largely listed as inhibitors; hit rate 0.31% among 330,000; active = well fitted inhibition curve with a large enough effect; inconclusive = small, poorly fitted or top-dose-only effect; inactive = no such curve, though single readings can be large or run the other way; tested in mouse RAW 264.7 cells; note: potency is the fitted concentration of half-maximal effect; % is set by controls: 0 for no effect and ±100 for the full control effect; nearly all actives have a fitted effect of over 55% in size
Integrin act MD: integrin-mediated muscular dystrophy alleviation activation; alpha7betagal myoblasts, beta-gal FDG fluorescence, 48 h; Potency, µM (titrated, usually from 38.3 µM), without a hit: top-dose activation, most hits filed as activators; hit rate 0.064% among 350,000;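 note: potency is the fitted concentration of half-maximal effect; 100% = response of the positive control SU9516; nearly all actives have a fitted effect of over 60% in size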
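Alpha7betagal+/- myoblasts (passage 13) were plated 16-24 hr, then exposed to compounds (1:260 dilution of DMSO stock) for 48 hours at 37C. After MPER lysis, β-galactosidase reporter activity was read as FDG fluorescence (ex 480/em 540) after 30 minutes.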
* hit, by the source's call; ? = inconclusive; . = no result given; [ ] = dose if it differs, or a comment. Unless noted, calls come from the whole dose curve; as a rule, active = well fitted curve in the direction sought with a large enough effect; inconclusive = small, poorly fitted or top-dose-only effect, or another doubt; inactive = no such curve, though single readings can be large; an effect the other way counts as inactive or inconclusive.

Fields – BRCA1 expr act | B2AR arrestin | USP2a inh | TSG101-PTAP inh | Eya2 phos inh | p53 reactivation | ASM inhibitor | TRPV1 agonist | ELG1 genotoxic | uPA generation | Integrin act MD
> Cc1cccc(NC(=O)NNC(=O)c2sccc2-n2cccc2)c1
    -25% | -0.4% | 1% | -3% | -1% | -4% | -2% | 5 | -2% | -1% | 16%
> CC(C)(C)NC(=O)Cn1c(-c2nonc2N)nc2ccccc21
    -26% | -0.9% | 1% | -1% | 17% | -2% | 4% | 0 | 0% | -9% | 0%
> Cc1ccc(S(=O)(=O)Nc2ccc(N3CCCCC3)cc2)cc1
    9% | -0.6% | 1% | -3% | 2% | . | 0% | 8 | . | 2% | -20%
> CCOC(=O)Cn1c2ccccc2n2nc(CCC(=O)O)c(=O)nc12
    10% | -0.3% | 1% | 3% | 3% | 8% | 4% | 5 | 0% | -1% | 30%
> Cc1cccc(NC(=O)NNC(=O)c2ccc(C)c([N+](=O)[O-])c2)c1
    -9% | -0.8% | 1% | 0% | -7% | 6% | -1% | 0 | 0% | -18% | 1%
> COC(=O)Oc1ccc(/C=N/NC(=O)CSCc2ccccc2Br)cc1OC
    -46% | -0.5% | -1% | -12% | -23% | -6% | -18% | 0 | -1% | -9% | -13%
> CC(Nc1nc(Nc2ccc(F)cc2)nc(SCC(N)=O)n1)c1ccccc1 (stereo not given)
    -37% | -0.4% | 2% | 0% | -2% | -14% | -1% | ? | 0% | -3% | 10%
> CN1CCN(c2ccc(Cl)cc2NC(=O)CN2C(=O)NC(C)(c3ccccc3)C2=O)CC1 (stereo not given)
    -32% | -0.1% | 0% | -3% | 32% | -5% | . | 1 | 7% | 14% | -27%
> CCN(CC)c1ccc(/C=N/n2c(C)nc3ccccc3c2=O)cc1
    6% | 0.2% | 4% | -6% | 6% | -1% | 104%[activator] | ? | -26% | 0% | -22%
> COC(=O)c1cc(-c2ccc(F)cc2)n(-c2ccccc2)n1
    -35% | 0.4% | 2% | -1% | 2% | -8% | -5% | 29 | -4% | 0% | 14%
> CCOC(=O)c1nn(-c2ccc(F)cc2)c2nc(CC(C)C)c(C#N)c(=O)n12
    12% | -0.2% | -1% | -5% | -2% | 0% | -3% | 28 | -3% | 2% | 1%
> CC(=O)Nc1ccc(N(C(=O)CNC(=O)c2ccco2)C(C(=O)NCc2ccco2)c2ccccc2)cc1 (stereo not given)
    -1% | 0.1% | -1% | 0% | -6% | -3% | 12% | 1 | -1% | -10% | 10%
> COc1ccc(NC(C)=O)cc1CP(=O)(c1ccccc1)c1ccccc1
    -1% | 0.3% | 5% | -4% | -3% | -2% | 4% | -3 | -3% | -3% | 1%
> Cc1ccc(NC(=O)CNC(=O)c2cccs2)nc1
    4% | -0.2% | 4% | 0% | 21% | 3% | 4% | 8 | 2% | 4% | 1%
> CC(N)c1ccc(Cl)cc1Cl (stereo not given)
    -9% | -0.6% | 1% | 1% | -4% | 17% | 5% | 0 | 0% | -18% | -17%
> COc1cccc(CNS(=O)(=O)c2cc3c4c(c2)CCN4C(=O)CC3)c1
    0% | -0.2% | 1% | -2% | 16% | -1% | 6% | 1 | -4% | 1% | 25%
> CC(C)CCNC(=O)NC(=O)COC(=O)/C=C/c1cc(Br)ccc1F
    3% | -0.9% | 1% | -2% | 3% | 3% | 4% | 7 | -3% | 1% | -12%
> CS(=O)(=O)c1ccc(C(=O)OCC(=O)NC(=O)C2COc3ccccc3O2)cc1[N+](=O)[O-] (stereo not given)
    -30% | 0.1% | 0% | 0% | -22% | -23% | -26% | . | 12% | -9% | -44%
> Cc1cc(=O)c2ccccc2s1
    18% | 0.3% | 0% | -7% | -1% | 0% | 5% | -1 | 5% | 20% | -4%
> Cn1cc(S(=O)(=O)NC[C@H]2O[C@@H](n3ccc(=O)[nH]c3=O)[C@H](O)[C@@H]2O)cn1
    1% | . | . | -3% | . | . | -1% | . | . | 0% | 22%
> CC(C)CC1Nc2ncnc(N3CCN(c4ccccc4)CC3)c2N(Cc2ccc(Cl)cc2)C1=O (stereo not given)
    -25% | -0.1% | -2% | 4% | 18% | 1% | 2% | ? | -5% | -21% | 0%
> O=C(c1ccccc1)N1CCCC(C(=O)N2CCN(c3ccccc3)CC2)C1 (stereo not given)
    -16% | 0.1% | 4% | 1% | 0% | -5% | 2% | 1 | -9% | -2% | -19%
> O=C(c1ccc(F)cc1)C1CCN(Cc2cn[nH]c2-c2ccccc2)CC1
    -17% | -0.5% | -1% | 1% | -14% | -3% | 0% | 8 | -4% | -2% | -7%
> O=c1c2c([nH]c3ccccc13)CCCCCC2
    -37% | -0.2% | 1% | -3% | 10% | -18% | 1% | -15 | -4% | 5% | -15%[7.66 µM]
> Cc1[nH]c2ccccc2c1Cc1n[nH]c(=S)o1
    17% | 0.0% | -2% | -4% | -12% | -4% | 0% | 1 | -1% | -13% | -2%
> COc1ccc(CCNC(=O)COC(=O)c2ccccn2)cc1
    -19% | 0.0% | 2% | -1% | -5% | -5% | 2% | . | 2% | 4% | 12%
> COC(=O)COc1ccc(S(=O)(=O)Nc2ccc3c(c2)OCO3)cc1Cl
    -1% | -1.7% | -1% | -8% | -7% | -29% | 0% | -3 | -1% | . | 3%[7.66 µM]
> O=C1C2CCCCC2C(=O)N1c1nccs1 (stereo not given)
    -6% | 0.0% | 4% | -3% | 14% | 22% | 5% | 1 | -1% | -1% | 0%
> Cc1ccc(NS(=O)(=O)c2cccc(C(=O)NCCCn3ccnc3)c2)cc1
    -9% | -0.1% | 0% | 0% | 9% | 3% | . | -1 | -1% | -13% | 1%
> COc1ccc(-c2noc(CN(C(=O)c3ccoc3C)C(C)C)n2)cc1
    -16% | -0.5% | -3% | 0% | -20% | -7% | -3% | -6 | -6% | 5% | ?
> Cc1ncc([N+](=O)[O-])n1CC(=O)Nc1ccc(F)c(F)c1
    -21% | -0.7% | 2% | -3% | -6% | -7% | -2% | -7 | -1% | 1% | 10%
> O=S(=O)(c1ccc(N2CCCC2c2nc3ccccc3s2)nc1)N1CCOCC1 (stereo not given)
    -25% | -0.4% | -1% | -4% | -6% | 4% | 0% | -2 | -2% | -1% | -8%
> COc1cc(C(=O)OCC(=O)N2c3ccccc3NC(=O)C2(C)C)ccc1OCC(C)C
    -36% | 0.4% | -1% | -7% | 5% | 2% | 2% | 0 | -22% | 17% | 3%
> Cc1ccc(C(=O)OCC(=O)Nc2ccccc2)cc1NC(=O)c1ccco1
    -25% | -0.1% | 2% | -2% | -2% | 0% | -4% | -1 | ? | 4% | 10%
> CC(C)(C)N1C(=O)c2ccc(C(=O)Nc3ccc(-c4nc5ccccc5[nH]4)cc3)cc2C1=O
    51% | -0.2% | 0% | -1% | -3% | ? | -2% | 1 | 12% | -7% | -5%
> CC(=O)N(C)c1ccc(NC(=O)/C=C/c2ccccc2Cl)cc1
    32% | 0.6% | -1% | -3% | 9% | 10% | -19% | -2 | ? | -6% | 10%
> CC1(CCBr)C(=O)N(c2ccccc2)c2ccccc21 (stereo not given)
    -9% | -0.9% | 0% | -2% | -10% | -4% | 3% | 2 | -3% | -14% | ?
> Cc1cccc(NC(=O)CSc2nc3ccccc3c(=O)n2CC2CCCO2)c1 (stereo not given)
    1% | -0.1% | 2% | -2% | -25% | -11% | 0% | . | -4% | 6% | 18%
> O=C1/C(=C/N(C(=O)c2ccco2)c2ccc(Cl)cc2)Sc2ccccc21
    1% | -1.1% | 0% | 5% | -6% | 28µM* | 42%[activator] | ? | ? | 0% | 6%
> COc1cccc(CNC(=O)CCNC(=O)C2CCN(S(=O)(=O)c3ccccc3)CC2)c1
    7% | -0.2% | 3% | 3% | 2% | -5% | 8% | -1 | -5% | 6% | -7%
> CC(C)(O)C#Cc1ccc(CN2CCC(CO)(CCc3ccccc3)CC2)cc1
    -5% | -1.0% | -1% | -5% | 5% | -10% | 4% | -1 | -6% | -16% | -9%
> CC(C)CN(C(=O)COC(=O)COc1ccc2c(c1)CCC2)c1c(N)n(Cc2ccccc2)c(=O)[nH]c1=O
    -13% | 0.1% | -1% | -5% | 12% | -3% | -5% | -7 | -3% | 13% | -5%
> COC(=O)Nc1cc(C)nc2ccccc12
    -17% | 0.5% | -1% | 0% | 12% | -2% | 7% | 1 | 3% | -2% | 2%
> COc1ccccc1OCCn1nnc2ccccc21
    ? | 0.7% | 1% | 2% | -8% | ? | 0% | 0 | ? | 0% | 15%
> CCNS(=O)(=O)c1ccc(NC(=O)Nc2ccc3c(c2)OCO3)cc1
    21% | 0.4% | -1% | -6% | -27% | 1% | 4% | -3 | 9% | 11% | -23%
> CN(C)CCCNC(=O)N1c2ccccc2Sc2ccccc21
    14% | -0.2% | -1% | 3% | 0% | 13% | 6% | -5 | -1% | 0% | -18%
